SIAE primary – blocks human sialic acid acetylesterase | hit rate 0.69% among 370,000 | Q9HAT2 | inhibition, % at 9.66 µM | SIAE FP-Rh probe binding, fluorescence polarization;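 active = inhibition above a cutoff: mean of compounds within the control limits plus 3 SD of those, cut at about 17% in these data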;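 note: 0% = plate median of compound wells and 100% = probe without SIAE protein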
Target sequence (Q9HAT2 whole entry, looked up): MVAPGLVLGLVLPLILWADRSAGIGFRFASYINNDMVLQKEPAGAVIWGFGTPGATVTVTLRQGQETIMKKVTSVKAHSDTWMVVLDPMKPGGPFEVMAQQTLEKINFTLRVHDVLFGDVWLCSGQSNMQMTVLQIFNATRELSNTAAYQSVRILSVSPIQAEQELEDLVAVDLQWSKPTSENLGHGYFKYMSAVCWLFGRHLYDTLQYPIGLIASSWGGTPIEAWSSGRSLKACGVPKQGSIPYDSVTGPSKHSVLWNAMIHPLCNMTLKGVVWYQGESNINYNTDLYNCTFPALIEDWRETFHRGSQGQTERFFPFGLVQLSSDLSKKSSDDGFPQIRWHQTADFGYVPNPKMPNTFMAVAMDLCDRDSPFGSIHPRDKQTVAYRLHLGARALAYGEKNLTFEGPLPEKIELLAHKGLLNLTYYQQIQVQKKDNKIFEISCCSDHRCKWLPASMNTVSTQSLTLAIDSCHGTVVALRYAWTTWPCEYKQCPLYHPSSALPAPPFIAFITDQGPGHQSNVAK
TDP2 inh – blocks human TDP2 phosphodiesterase activity; O95551; recombinant TDP2, T5PNP hydrolysis, p-nitrophenol absorbance 415 nm; inhibition, % at 12.8 µM; hit rate 0.34% among 370,000;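 active = inhibition above the mean of all tested compounds plus 3 SD, set per campaign, cut at about 25% in these data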;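 note: 0% = DMSO with enzyme and 100% = buffer with substrate but no TDP2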
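Test system: Human TDP2 enzyme | Reagent: 5 mM T5PNP | Compound dosing: 12.8 µM single point, 1% DMSO | Incubation: Enzyme reaction with compound for 2 h at 37 °C | Technique: p-Nitrophenol epi absorbance | Read-out: % inhibition relative to enzyme-containing and enzyme-free wells | Benchmarks: High control without enzyme, low control DMSO plus TDP2 | Replicates: Singlicate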
LEDGF integ inh – blocks HIV-1 LEDGF/p75-dependent DNA integration | TR-FRET IN-LEDGF/p75 DNA integration, Eu/Cy5 | inhibition, % at 3.7 µM | hit rate 0.64% among 370,000 | AID 743269;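 active = inhibition above the screen-wide mean plus 3 SD, cut at about 13% in these data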;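 note: signal is the Cy5 over europium emission ratio at 671 and 618 nm; 0% = plate median of compound wells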
UHRF1 MBD2 ctr – blocks human UHRF1 binding to methylated DNA. hit rate 0.75% among 370,000. UHRF1 binding to methylated oligo, TR-FRET. inhibition, % at 4.4 µM. AID 687016; in the data active = inhibition above about 21%;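 note: UHRF1 SRA domain binding a hemimethylated CpG hairpin DNA probe; 0% = median of test compound wells and 100% = reference inhibitor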
HTRA1 inhibitor – blocks human HTRA1 serine peptidase. Q92743. recombinant HTRA1, FP-rhodamine activity-based probe, fluorescence polarization. inhibition, % at 5.96 µM. hit rate 0.5% among 340,000; in the data active = inhibition above about 36%;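 note: 0% = enzyme with DMSO and 100% = wells lacking enzyme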
Target sequence (Q92743 whole entry, looked up): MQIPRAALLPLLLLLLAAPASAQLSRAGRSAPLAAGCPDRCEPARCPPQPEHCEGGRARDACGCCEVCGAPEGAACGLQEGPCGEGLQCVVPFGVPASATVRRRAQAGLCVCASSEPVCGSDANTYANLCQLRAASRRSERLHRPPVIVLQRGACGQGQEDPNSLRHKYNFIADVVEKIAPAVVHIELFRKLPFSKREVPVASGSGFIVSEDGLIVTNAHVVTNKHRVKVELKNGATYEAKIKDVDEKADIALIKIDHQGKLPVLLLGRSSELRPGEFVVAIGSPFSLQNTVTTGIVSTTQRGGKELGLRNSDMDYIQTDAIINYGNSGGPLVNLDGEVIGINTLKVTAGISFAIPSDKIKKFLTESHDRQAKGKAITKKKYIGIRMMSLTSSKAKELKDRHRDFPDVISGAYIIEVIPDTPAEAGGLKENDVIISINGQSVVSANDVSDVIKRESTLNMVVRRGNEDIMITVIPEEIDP
PG9 binder – binds the HIV-1 gp120 antibody PG9 | TR-FRET gp120-PG9 antibody binding | inhibition, % at 6.7 µM | hit rate 0.43% among 360,000; in the data active = inhibition above about 8.5%
PRMT1 FP inh – PRMT1 (human) inhibition, primary screen | recombinant PRMT1, activity-based probe fluorescence polarization | inhibition, % at 2.79 µM | hit rate 1.3% among 370,000;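 active = inhibition above about 21% made by adding two undisclosed values, limit read from the data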
TCR CD3 inh – blocks the human TCR-CD3 interaction | TAMRA-labeled TCR probe fluorescence, biochemical | inhibition, % at 9.4 µM | hit rate 0.37% among 360,000; in the data active = inhibition above about 19%;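 note: recombinant mutant TCR 2C K166C tagged with TAMRA read by polarization; 0% = receptor in buffer alone and 100% = receptor with positive control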
ABHD4 inh – ABHD4 (mouse) inhibition, primary FP screen | Q8VD66 | purified mABHD4, FP-Rh probe fluorescence polarization | inhibition, % at 8.92 µM | hit rate 0.54% among 370,000 | AID 720543;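 active = inhibition exceeding the mean over every tested compound plus 3 SD, cut at about 30% in these data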;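 note: 0% = plate median of compound wells and 100% = S159A mutant with DMSO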
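Test system: mABHD4 protein | Buffer or medium: HEPES pH 7.0 buffer, 150 mM NaCl, 0.01% Pluronic F-127 | Probe or stimulus: FP-Rh fluorescent activity-based probe, added after compound pre-incubation | Timing: Pre-incubation 45 min, probe exposure 60 min, at 25 °C | Technique: Fluorescence polarization, excitation 525 nm, emission 598 nm, BODIPY TMR filters | Repeats: Single well per compound (singlicate)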
Tn7 DDE FP – DD(E)-Tn7 binding inhibition, primary FP screen; P02675; hit rate 0.13% among 370,000; inhibition, % at 8.3 µM; FP displacement of FITC-Tn7 peptide from fibrin DD(E); 0% = median of compound wells per plate;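 active = inhibition above the mean of compounds falling within the control limits plus 3 SD of them, cut at about 14% in these data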;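 note: 0% = plate median of compound wells and 100% = 10 µM Aha-Tn7 peptide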
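assay system = human clot-derived fibrin DD(E) complex | quantity = Fibrin-DD(E) at 2 µM final | timing = 10 min preincubation, 3 h with tracer, room temperature | signal = fluorescence polarization | measure = percent inhibition | benchmarks = high control wells with 10 µM unlabelled Aha-Tn7 peptide (full inhibition) | replicates = singlicate testing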
An asterisk follows results filed as active; . = no result given.

SMILES	SIAE primary	TDP2 inh	LEDGF integ inh	UHRF1 MBD2 ctr	HTRA1 inhibitor	PG9 binder	PRMT1 FP inh	TCR CD3 inh	ABHD4 inh	Tn7 DDE FP
CCOc1ccc(NC(=O)CSc2nnc(-c3cc(C)[nH]n3)n2N)cc1	7.5	-5.0	0.4	1.0	-2.5	0.1	-3.7	-4.5	4.3	-0.3
Cc1ccc(NC(=O)c2nc3nccc(C)n3n2)c(C)c1	-3.8	12.2	-3.0	-1.9	7.2	1.1	3.2	6.0	-2.8	3.9
CCC1c2ccc(C)n2CCN1C(=O)Nc1cc(Cl)ccc1OC (stereo not given)	2.1	0.0	-2.6	0.4	3.3	1.1	5.2	1.7	-4.7	-2.2
Cn1nc(-c2ccc(Cl)cc2)c2cc(C(=O)NCCCN3CCCC3)sc21	-7.9	3.0	2.4	-7.8	-13.0	-1.5	-1.0	7.3	-4.0	-6.5
COC(=O)C1CCN(c2cnccn2)CC1	-2.4	10.1	-1.7	1.0	5.2	2.4	1.0	9.7	3.2	-9.6
COc1ccccc1NC(=O)NNC(=O)CCN1CCOCC1	1.6	14.5	1.1	-1.5	-0.8	0.1	-1.0	11.4	-5.7	-4.6
COc1ccc(C2CC(=O)C=C(O)C2)cc1 (stereo not given)	-1.8	1.0	-0.8	5.1	-2.7	-0.4	1.6	0.5	-1.7	2.4
Cc1cc(C)c(S(=O)(=O)N2CCOC2CNC(=O)C(=O)NCCc2c[nH]c3ccccc23)c(C)c1 (stereo not given)	7.9	-7.9	-1.8	-1.4	-7.8	-1.5	0.7	3.1	-5.1	6.7
NS(=O)(=O)c1ccc(CNC(=O)CCCSc2ccccc2)cc1	0.5	4.3	-1.3	0.8	-7.3	-0.5	7.6	-8.6	4.7	-0.1
CCCC(=O)Nc1ncnc2c1ncn2[C@@H]1O[C@@H]2OP(=O)(O)OC[C@H]2[C@H]1OC(=O)CCC	8.4	-10.6	-1.6	1.6	2.2	-2.3	2.9	2.8	1.1	-1.6
N#Cc1c(NC(=O)CN2CCOCC2)oc(-c2ccccc2)c1-c1ccccc1	2.8	4.1	0.5	-0.8	-3.9	-0.6	-0.2	-4.0	1.3	1.9
CCCCNc1nc2ccccc2n1CC(=O)N1CCc2ccccc2C1	0.7	-16.6	-1.5	1.6	4.9	0.0	-2.4	0.9	-0.5	-5.6
N=C1/C(=C/c2ccc(OCc3ccccc3F)cc2)C(=O)N=C2SC(CC(=O)N3CCOCC3)=NN12	-14.2	-4.2	-0.4	23.2*	-1.6	-0.8	6.3	0.5	-16.0	-6.5
COC(=O)c1ccc(SCC(=O)NC2CCCCC2)c([N+](=O)[O-])c1	6.8	6.0	2.4	0.6	4.3	-0.4	1.3	5.2	5.0	-6.8
C=CCOc1cccc(/C=N/NC(=O)C(OC)c2ccccc2)c1 (stereo not given)	-3.6	6.8	-0.2	-2.1	-0.2	1.0	-1.4	1.2	-8.6	4.8
CCOc1ccc(NC(=O)COC(=O)Cc2ccsc2)cc1	1.1	2.8	-4.2	-0.8	-6.1	0.0	-3.8	-2.0	0.8	3.3
O=C(NCc1nc2ccccc2[nH]1)C1=C[C@H](c2csc3ccccc23)C[C@H](OCc2ccc(CO)cc2)O1	-59.3	-11.0	0.8	1.1	-102.9	0.8	4.8	-7.3	-37.8	-1.7
CC(/C=C/c1ccccc1)=N\Nc1ccccc1[N+](=O)[O-]	-3.8	8.0	2.1	-2.0	-8.4	-0.8	-1.8	1.4	2.1	-5.2
O=C1NC(=O)/C(=C/c2ccccc2Oc2ccc(Cl)cc2)S1	-5.7	1.0	-1.3	0.2	-12.0	0.4	0.4	3.2	-4.0	5.5
CN(C(=O)CSc1nnc(C2CC2)n1-c1ccccc1)C1CCS(=O)(=O)C1 (stereo not given)	-2.8	1.1	-4.0	-0.2	5.2	0.4	2.6	-2.3	0.5	1.5

The last three compounds of the part above lead into the next.
SMILES	SIAE primary	TDP2 inh	LEDGF integ inh	UHRF1 MBD2 ctr	HTRA1 inhibitor	PG9 binder	PRMT1 FP inh	TCR CD3 inh	ABHD4 inh	Tn7 DDE FP
CC(/C=C/c1ccccc1)=N\Nc1ccccc1[N+](=O)[O-]	-3.8	8.0	2.1	-2.0	-8.4	-0.8	-1.8	1.4	2.1	-5.2
O=C1NC(=O)/C(=C/c2ccccc2Oc2ccc(Cl)cc2)S1	-5.7	1.0	-1.3	0.2	-12.0	0.4	0.4	3.2	-4.0	5.5
CN(C(=O)CSc1nnc(C2CC2)n1-c1ccccc1)C1CCS(=O)(=O)C1 (stereo not given)	-2.8	1.1	-4.0	-0.2	5.2	0.4	2.6	-2.3	0.5	1.5
O=C(Nc1ccc(C(=O)N2CCOCC2)cc1)c1ccccc1[N+](=O)[O-]	0.4	9.6	-0.9	-1.2	0.6	0.9	3.5	3.4	4.1	2.0
CC(=O)Oc1ccc2nc(/C=C/c3ccc(C=O)cc3)oc(=O)c2c1	-2.9	-15.4	-0.7	-0.6	1.2	-1.6	-1.0	11.3	-0.8	-4.0
O=C(CCCc1ccccn1)c1ccccc1	-5.1	2.6	-2.4	0.0	3.0	0.6	5.3	-2.9	1.4	6.8
O=C(NNC(=O)c1ccccc1Cl)c1ccc2c(=O)n3c(nc2c1)CCC3	2.0	-6.0	-9.2	-1.4	-1.6	0.7	4.2	-1.6	-0.6	0.4
O=[N+]([O-])c1c(Nc2ccccc2O)cc(Cl)c2nonc12	6.4	-10.0	0.1	-6.5	29.1	-0.6	59.6*	7.0	33.2*	-3.0
COc1ccc(/C=N/NC(=O)c2ccccc2O)cc1Cn1cc([N+](=O)[O-])cn1	-2.8	12.7	-3.2	-0.1	-2.8	-0.5	4.0	2.1	2.6	12.0
CCCNC(=O)NC(=O)CSc1ccc2c(c1)OCCO2	-1.7	-4.4	-1.9	2.8	3.3	0.5	5.6	-6.3	-8.8	1.4
CC(=O)N1CCCc2cc(S(=O)(=O)N3CCCC(C(=O)N4CCN(c5cccc(Cl)c5)CC4)C3)ccc21 (stereo not given)	2.4	0.5	-0.5	-0.4	-11.5	1.0	-1.4	2.9	-1.2	0.8
COCCN(C(=O)c1csnn1)C(C(=O)NC1CCCCC1)c1sccc1C (stereo not given)	-1.2	12.3	-2.6	0.1	1.3	-0.6	-3.4	-0.2	-2.6	8.8
Cc1nc(C)c(C(=O)N/N=C/c2cn(C)c3ccccc23)s1	-3.2	-18.4	-1.5	4.0	7.2	-2.1	1.8	-9.4	4.0	-3.2
COCCSc1ncnc2c1oc1nc3c(cc12)COC(C)(C)C3	-7.3	8.1	1.1	0.3	1.7	-0.2	-0.8	1.3	5.1	-2.2
Cc1ccc(-c2cc(C(=O)Nc3cc(C)on3)no2)cc1	-1.8	5.4	-5.1	1.3	-4.9	-1.5	0.0	-0.2	1.1	2.2
NC(=O)N/N=C/c1cc(Br)ccc1OC(=O)c1ccccc1	-4.3	1.1	-0.6	3.0	1.2	-0.7	2.2	-6.0	-14.4	1.2
O=C(N/N=C/c1sc(N2CCOCC2)nc1-c1ccccc1)c1ccccc1O	11.7	-14.9	-2.8	1.4	25.0	-2.7	-2.6	-11.1	12.5	-1.1
O=[N+]([O-])c1ccccc1S(=O)(=O)Nc1cccc(-c2ccc(N3CCCC3)nn2)c1	11.0	-4.0	-2.6	2.0	7.6	-1.8	-0.6	-5.3	-2.5	3.9
Cc1cccc(CSc2nnc(C)c(=O)n2N)c1	-2.5	-2.5	-0.8	-0.7	-0.3	-1.3	1.4	1.7	-4.8	8.4
Cn1ncc([N+](=O)[O-])c1C(=O)Nc1nc2ccccc2n1CCN1CCCCC1	0.8	-5.0	-2.0	-1.4	2.0	-0.7	-2.2	-11.8	-2.4	7.8
Cc1cc(C)n2c(Nc3ccc4c(c3)OCCO4)c(-c3ccccn3)nc2n1	7.9	6.9	2.1	0.8	.	-1.4	11.3	6.2	14.7	1.7
CC(C)(C)OC(=O)C[C@H]1C/C=C\C[C@@H](CC(=O)N[C@@H](CO)Cc2ccccc2)C(=O)NC[C@H](c2ccccc2)OC1=O	6.9	3.3	-1.5	-2.4	0.8	0.3	-2.0	-2.6	6.9	6.4
O=[N+]([O-])c1ccc(NN=C(c2ccccc2)c2ccccc2)nc1	6.2	7.5	-0.1	0.0	-0.1	0.3	-0.1	1.4	0.8	-3.7
O=C(CSc1nnc(CNC(=O)c2cccs2)o1)c1ccc(Cl)cc1	-3.7	-7.5	-0.5	-0.6	-1.4	-0.5	-1.8	1.3	-2.4	3.1
CCO[C@@H]1OC(C(=O)N2CCN(C)CC2)=C[C@H](c2ccc(C(F)(F)F)cc2)[C@H]1CCCO	-4.1	-1.7	-1.5	0.5	0.7	-2.0	0.1	7.3	-2.2	6.3
CC1(C)CN(C(=S)Nc2ccc(F)cc2F)C1=O	-2.4	-6.2	-7.4	2.0	4.4	1.9	3.9	-5.0	3.4	-0.2
COc1ccccc1NC(=O)Cc1ccsc1	6.1	-1.5	-1.5	0.7	2.2	-2.5	5.8	4.1	-1.5	2.9
CNc1cncc(-c2ccc(S(C)(=O)=O)cc2)n1	-3.9	-1.9	-3.9	-3.0	.	0.5	3.0	-4.6	0.5	-1.5
CN1OC[C@@H]2CN[C@H](c3ccc(-c4ccccc4)cc3)C[C@@H]21	1.4	0.4	-5.1	3.0	-1.8	0.2	3.1	-1.3	-3.1	10.2
COC(=O)C(C)NC(=O)COc1ccc2ccccc2c1 (stereo not given)	3.2	-10.6	-0.4	3.9	-4.3	1.2	5.0	-6.2	-4.3	4.2
COc1ccc(C2(C)NC(=O)N(CC(=O)N3CCc4ccccc43)C2=O)cc1OC (stereo not given)	-4.2	8.4	2.0	-1.1	2.8	-0.3	-1.6	-4.9	-2.5	0.7
Cc1ccc(CNC(=O)c2cc(-c3ccccc3)nn2CC2CC(c3cccc([N+](=O)[O-])c3)=NO2)cc1 (stereo not given)	-17.9	1.3	0.0	7.0	-5.8	2.1	1.9	-2.8	-6.5	-1.6
CCC(C)N(C(=O)COC(=O)CCc1c[nH]c2ccccc12)C1CCS(=O)(=O)C1 (stereo not given)	6.5	-1.5	1.6	0.3	-1.0	2.4	-4.6	-5.4	2.5	9.2
COc1ccccc1C(=O)N1CCCC(c2nc(-c3cccs3)no2)C1 (stereo not given)	1.0	-2.9	-5.1	0.3	.	.	1.2	.	5.8	1.4
Cc1cc(C(C)(C)C)cc(S(=O)(=O)Nc2ccc(O)c(C(=O)O)c2)c1C	-3.0	-14.3	2.7	0.3	-7.1	-1.2	0.4	-3.3	-16.8	-4.6

Screening results from PubChem BioAssay.
